LMPTP inh – LMPTP phosphatase inhibitors, primary screen, biochemical, fluorescence intensity, uHTS; actives 0.22% (n = 360,000); recombinant LMPTP-A, OMFP fluorogenic substrate; Low molecular weight phosphotyrosine protein phosphatase (Homo sapiens), P24666; inhibition, % at 20 µM;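 active = compounds that cut the enzyme signal by at least half of the control window in the single-dose screen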;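 note: plate controls were DMSO wells with enzyme plus substrate for no effect and substrate without enzyme for full effect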
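Assay system: LMPTP-A phosphatase enzyme | Input: 0.625 nM enzyme | Also added: Fluorogenic phosphatase substrate OMFP at 400 µM final | Compound dosing: One test concentration per compound, 20 µM, with 3% DMSO overall | Schedule: 50 min enzyme reaction at room temperature, protected from light | Signal: Fluorescence intensity | Benchmarks: no-enzyme and uninhibited controls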
DNMT1 block – human DNMT1 methyltransferase inhibitors, primary screen, biochemical, molecular beacon, fluorescence, HinP1I cleavage, uHTS | DNA (cytosine-5)-methyltransferase 1 (Homo sapiens), P26358 | inhibition (reported as % activation of signal), % at 10 µM | actives 0.83% (n = 360,000) | AID 588458, 2011; in the data active = inhibition above about 50%
NadD block – inhibitors of S. aureus NadD, primary screen, biochemical, colorimetric, uHTS; actives 0.78% (n = 360,000); AID 602399, 2012; inhibition, % at 20 µM; purified NadD enzyme, colorimetric absorbance read-out; in the data active = inhibition above about 26%; note: some compounds past the cut are filed as inactive
Tb MetRS inh – T. brucei MetRS inhibitors, primary screen, biochemical, luminescence. methionyl-tRNA synthetase (Trypanosoma brucei brucei). purified T. brucei MetRS, ATP depletion, Kinase-Glo luminescence. inhibition, % at 11.9 µM. actives 0.4% (n = 360,000). AID 624268, 2012;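 active = inhibition above a per-plate cutoff of the control wells' mean inhibition plus 3 SD, cut at about 5.5% in these data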;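 note: 0% = DMSO wells median and 100% = median of wells with control inhibitor compound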
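Material: T. brucei methionyl-tRNA synthetase, purified; reagent: substrates ATP, L-methionine and bulk Escherichia coli tRNA; dosing: 11.9 µM single point; timing: 15 min plus 2 h at 25 °C; detection: luminescence of leftover ATP; evaluation: % inhibition; control set: DMSO-only wells as low control; replicates: singlicate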
STEP inh – STEP phosphatase inhibitors, primary screen, biochemical, fluorescence intensity, uHTS; Tyrosine-protein phosphatase non-receptor type 5 (Homo sapiens), P54829; recombinant STEP, OMFP fluorogenic substrate; inhibition, % at 20 µM; actives 0.25% (n = 360,000); AID 588621, 2011;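 active = inhibition at 20 µM, scaled per plate between control wells, above about 37%, limit read from the data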;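 note: 0% = DMSO with enzyme and substrate and 100% = substrate only without enzyme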
Target sequence (P54829 whole entry, looked up): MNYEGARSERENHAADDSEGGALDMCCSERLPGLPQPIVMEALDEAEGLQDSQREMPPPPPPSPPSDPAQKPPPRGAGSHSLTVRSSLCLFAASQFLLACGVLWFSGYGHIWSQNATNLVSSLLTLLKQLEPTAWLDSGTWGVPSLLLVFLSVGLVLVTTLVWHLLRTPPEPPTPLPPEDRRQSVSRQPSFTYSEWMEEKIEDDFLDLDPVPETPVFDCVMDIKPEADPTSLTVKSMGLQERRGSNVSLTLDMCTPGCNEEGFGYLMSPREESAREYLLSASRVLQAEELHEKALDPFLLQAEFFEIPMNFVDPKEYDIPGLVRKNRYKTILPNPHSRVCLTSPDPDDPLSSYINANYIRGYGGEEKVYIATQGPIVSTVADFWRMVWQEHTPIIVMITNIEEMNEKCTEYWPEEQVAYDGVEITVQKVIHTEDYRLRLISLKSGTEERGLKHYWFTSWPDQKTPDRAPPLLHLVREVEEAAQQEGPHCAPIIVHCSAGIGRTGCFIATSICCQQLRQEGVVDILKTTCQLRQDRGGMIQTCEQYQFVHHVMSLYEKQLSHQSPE
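Assay system: isolated STEP enzyme / Timing: 20 min at room temperature, dark / Doses: 20 µM, 1% DMSO / Technique: fluorescence intensity, excitation 480 nm, emission 540 nm / Reagent: fluorogenic phosphatase substrate OMFP at 25 µM final / Measure: percent inhibition scaled to no-enzyme and uninhibited-enzyme controls, plate-pattern corrected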
SUMO1 PPI mod – modulators of SUMO1 protein-protein interactions, primary screen, biochemical, uHTS; Small ubiquitin-related modifier 1 (Homo sapiens), P63165; SUMO1 binding to a labelled peptide, TR-FRET, 1 h; inhibition, % at 20 µM; actives 0.33% (n = 360,000); AID 602429, 2012; in the data active = inhibition above about 37%
CSN inh – inhibitors of CSN-mediated cullin deneddylation, primary screen, biochemical, fluorescence polarization, uHTS. COP9 signalosome complex subunit 5 (Homo sapiens), Q92905. Purified CSN, SCF-Nedd8-OG deneddylation. inhibition, % at 12.5 µM. actives 0.38% (n = 360,000). AID 651999, 2013;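 active = pattern-corrected inhibition above about 35%, with an unprinted fluorescence ratio check between 0.5 and 1.5, limit read from the data, passing the limit was not always enough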;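 note: 0% = enzyme with substrate and 100% = substrate without enzyme; some results filed as inactive read as strong as hits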
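Test system: purified human Csn5 enzyme expressed in HEK293T cells. Amount: 0.24 nM enzyme. Reagent: SCFSkp2-Nedd8OG substrate at 10 nM final. Schedule: 90 min incubation of compound, enzyme and substrate at room temperature. Detection: fluorescence polarization. Read-out: % inhibition of substrate cleavage by Csn5.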
Scp-1 inhibitor – Scp-1 phosphatase inhibitors, primary screen, biochemical, colorimetric, uHTS. Carboxy-terminal domain RNA polymerase II polypeptide A small phosphatase 1 (Homo …. Recombinant Scp1, phosphopeptide, malachite green phosphate absorbance. inhibition, % at 20 µM. actives 0.88% (n = 340,000). AID 493091, 2011;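 active = inhibition above about 50% at 20 µM, limit read from the data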;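 note: plate controls were DMSO wells with enzyme for no effect and wells lacking enzyme for full effect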
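Incubation: 45 min enzyme reaction at room temperature / System: truncated SCP-1 phosphatase (76-261aa) / Reagent: Phospho 17-mer peptide substrate / Buffer or medium: Acidic Tris acetate buffer with magnesium and detergent / Signal: absorbance at 630 nm / Doses: one concentration, 20 µM, with 1.0% DMSO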
MsrA inh – bovine MsrA enzyme inhibitors, primary screen, biochemical, absorbance, HTS. Methionine sulfoxide reductase A (Bos taurus). purified bovine MsrA, absorbance read-out. inhibition, % at 15.5 µM. actives 0.75% (n = 360,000). AID 651718, 2012; in the data active = inhibition above about 4.5%;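 note: 0% = vehicle wells with enzyme and 100% = reference inhibitor wells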
Rpn11 inh – Rpn11 (PSMD14) deubiquitinase inhibitors, primary screen, biochemical, fluorescence polarization, uHTS. calls only at 20 µM. human 26S proteasome, Ub4-pepOG fluorescence polarization; 20S core pre-blocked with epoxomicin. actives 0.59% (n = 360,000);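 active = inhibition at 20 µM, scaled to each plate's controls, above about 33%, limit read from the data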
Target sequence (O00487 whole entry, looked up): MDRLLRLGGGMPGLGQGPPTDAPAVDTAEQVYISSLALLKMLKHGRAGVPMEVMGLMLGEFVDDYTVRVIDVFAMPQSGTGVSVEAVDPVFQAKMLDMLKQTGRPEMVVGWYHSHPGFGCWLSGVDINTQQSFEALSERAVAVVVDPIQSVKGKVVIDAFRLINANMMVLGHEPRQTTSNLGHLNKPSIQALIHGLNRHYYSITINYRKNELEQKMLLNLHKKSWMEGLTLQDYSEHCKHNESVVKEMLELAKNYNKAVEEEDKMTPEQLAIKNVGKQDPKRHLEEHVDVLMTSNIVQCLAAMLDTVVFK
Active calls of the source: *; i = inactive; · = no result given.

1	COc1cc2c(cc1OC)CN(C(=S)Nc1ccccc1Cl)CC2
2	Cc1ccc(S(=O)(=O)N2CCN(C(=O)COC(=O)c3ccc(Cl)nc3)CC2)c(C)c1
3	CCN(CC)c1ccc(/C=N/n2c(C)cc(C)cc2=O)cc1
4	CCCCCn1c(=NC(=O)c2cccnc2)c(C#N)cc2c(=O)n3cccc(C)c3nc21
5	O=C1C(Cl)=C(NCCCN2CCOCC2)C(=O)N1CCc1ccccc1
6	CCc1ccccc1NC(=O)c1ccc(S(=O)(=O)N2CCCC2)cc1
7	O=C(N/N=C/c1ccccn1)c1cc(Br)ccc1O
8	Cc1ccc(NC(=O)c2cc3c(s2)CCC3)cc1S(=O)(=O)N1CCOCC1
9	NC(=O)CSc1nc(-c2ccccc2)nc2ccccc12
10	CC(=O)Nc1ccc2c(c1)Cc1c-2cc(Br)c(N)c1Br
Screen / compound no.	1	2	3	4	5	6	7	8	9	10
CSN inh	3.2	1.6	2.7	4.6	-7.3	3.6	-1.7	-4.2	1.5	1.8
Tb MetRS inh	0.0	0.1	0.3	0.0	0.4	-0.8	-0.2	-0.2	-0.4	-0.1
DNMT1 block	-0.6	-11.7	-2.5	-2.2	-5.4	-1.4	2.7	-8.2	5.7	-6.2
SUMO1 PPI mod	3.4	-5.0	-13.8	-4.3	-23.7	-0.1	3.9	11.1	-7.1	2.5
NadD block	-4.0	-1.7	-2.5	5.0	-6.9	-5.0	3.9	7.5	-4.6	-2.2
Rpn11 inh	i	i	i	i	i	i	i	i	i	i
Scp-1 inhibitor	-2.1	-6.5	-5.2	7.7	-6.1	-0.8	-1.6	-4.6	-0.9	0.0
LMPTP inh	0.0	0.1	-1.3	0.8	-3.9	-1.7	-0.2	1.9	-0.2	2.3
MsrA inh	-0.1	-0.5	5.1*	0.5	26.9*	1.2	2.0	0.8	0.6	-0.2
STEP inh	3.7	0.5	-1.8	3.3	-1.5	0.6	6.0	0.0	-0.1	-0.2

Sorted by number of heavy atoms (descending): eight of the compounds above.
2	Cc1ccc(S(=O)(=O)N2CCN(C(=O)COC(=O)c3ccc(Cl)nc3)CC2)c(C)c1
8	Cc1ccc(NC(=O)c2cc3c(s2)CCC3)cc1S(=O)(=O)N1CCOCC1
5	O=C1C(Cl)=C(NCCCN2CCOCC2)C(=O)N1CCc1ccccc1
1	COc1cc2c(cc1OC)CN(C(=S)Nc1ccccc1Cl)CC2
3	CCN(CC)c1ccc(/C=N/n2c(C)cc(C)cc2=O)cc1
9	NC(=O)CSc1nc(-c2ccccc2)nc2ccccc12
10	CC(=O)Nc1ccc2c(c1)Cc1c-2cc(Br)c(N)c1Br
7	O=C(N/N=C/c1ccccn1)c1cc(Br)ccc1O
Screen / compound no.	2	8	5	1	3	9	10	7
CSN inh	1.6	-4.2	-7.3	3.2	2.7	1.5	1.8	-1.7
Tb MetRS inh	0.1	-0.2	0.4	0.0	0.3	-0.4	-0.1	-0.2
DNMT1 block	-11.7	-8.2	-5.4	-0.6	-2.5	5.7	-6.2	2.7
SUMO1 PPI mod	-5.0	11.1	-23.7	3.4	-13.8	-7.1	2.5	3.9
NadD block	-1.7	7.5	-6.9	-4.0	-2.5	-4.6	-2.2	3.9
Rpn11 inh	i	i	i	i	i	i	i	i
Scp-1 inhibitor	-6.5	-4.6	-6.1	-2.1	-5.2	-0.9	0.0	-1.6
LMPTP inh	0.1	1.9	-3.9	0.0	-1.3	-0.2	2.3	-0.2
MsrA inh	-0.5	0.8	26.9*	-0.1	5.1*	0.6	-0.2	2.0
STEP inh	0.5	0.0	-1.5	3.7	-1.8	-0.1	-0.2	6.0

Carrying on.
11	CCOC(=O)C1CCN(S(=O)(=O)c2ccc3c(c2)CCN3C(C)=O)CC1
12	CC1=NN(C(=O)c2csc(C)c2C)C(O)(C(F)(F)F)C1 (configuration not stated)
13	OC(c1ccc(Cl)c(F)c1)c1ncc(-c2cccc(F)c2)[nH]1 (configuration not stated)
14	Cc1cccc(NC(=O)COc2cccc3c2CCN(C)C3=O)c1C
15	Oc1ccc(C2CNCc3sccc32)cc1O (configuration not stated)
16	c1ccc(-c2cnnc(SCc3cn4cccnc4n3)n2)cc1
17	COc1ccc(-c2cnc(C(O)c3ccc(-c4ccccc4)cc3)[nH]2)cc1 (configuration not stated)
18	CCc1ccc(Nc2ncc3c(n2)CC(C)CC3=O)cc1 (configuration not stated)
19	O=C1CN(C(=O)c2ccc(F)cc2)c2ccccc2N1
20	Cc1ccc(S(=O)(=O)Nc2ccc(N3CCOCC3)cc2)cc1
Screen / compound no.	11	12	13	14	15	16	17	18	19	20
CSN inh	-1.4	-3.2	3.1	1.8	-0.4	-0.9	-2.7	-3.9	1.3	1.2
Tb MetRS inh	0.0	0.1	0.2	-0.3	0.0	0.1	-0.4	0.0	-0.1	-0.8
DNMT1 block	-2.1	1.8	-8.9	-0.4	0.6	4.0	-12.1	0.8	-2.5	-3.9
SUMO1 PPI mod	3.8	0.1	-3.4	2.6	-0.8	-18.6	30.3	0.8	4.4	1.6
NadD block	3.1	-5.1	-0.5	-0.1	2.7	1.8	15.6	-0.1	2.4	5.9
Rpn11 inh	i	i	i	i	i	i	i	i	i	i
Scp-1 inhibitor	-8.0	-8.3	·	-0.3	-16.4	-0.1	·	0.6	-2.4	-5.5
LMPTP inh	-0.6	0.1	1.5	-1.3	0.6	1.7	3.2	0.0	-2.0	-1.4
MsrA inh	0.3	-1.4	0.5	-0.8	-1.7	1.8	0.0	0.3	-0.3	-0.2
STEP inh	0.1	-0.1	-3.9	-2.8	-2.8	-1.9	3.3	-2.2	-1.2	1.2

21	COc1ccc(CN2CCN(Cc3c[nH]c4ccccc34)CC2CCO)cc1C (configuration not stated)
22	C#CCOCCOCCOCCNc1nc(N2CCN(C(=O)[C@H]([C@@H](C)CC)n3cc(CCCCN)nn3)CC2)nc(N2CCN(C(=O)[C@H](C)n3cc(CCCN=C(N)N)nn3)CC2)n1
23	CCCCOC(=O)N1CCOCCOCCN(C(=O)OCCCC)CCOCCOCC1
24	CO/N=C/c1ccc(Sc2ccccc2N)c([N+](=O)[O-])c1
25	O=[N+]([O-])c1cccc(-c2nnc(C34CC5CC(CC(C5)C3)C4)o2)c1
26	CC1(c2nnc(Cc3ccccc3)o2)CC(c2cccnc2)=NO1 (configuration not stated)
27	CCN(CC)CCSC(=O)C(c1ccccc1)c1ccccc1
Screen / compound no.	21	22	23	24	25	26	27
CSN inh	2.8	3.4	2.4	-1.9	2.9	0.9	-1.4
Tb MetRS inh	-0.5	-0.5	0.0	0.5	-0.9	-0.2	-2.1
DNMT1 block	1.4	2.0	1.1	-8.1	5.9	0.8	1.9
SUMO1 PPI mod	5.4	-22.4	0.2	-23.6	-4.6	0.0	-4.7
NadD block	-3.1	-3.6	3.5	-0.2	-2.9	-2.2	-4.2
Rpn11 inh	i	i	i	i	i	i	i
Scp-1 inhibitor	1.2	-3.8	-7.2	-0.4	-6.3	-2.3	·
LMPTP inh	-2.7	7.9	0.1	3.0	0.0	-0.9	-1.3
MsrA inh	-0.4	-1.0	0.7	-0.3	2.6	-0.4	-0.6
STEP inh	-4.6	-3.6	16.3	-1.5	1.2	1.2	2.5

Entries of single compounds from above. Order of values: CSN inh | Tb MetRS inh | DNMT1 block | SUMO1 PPI mod | NadD block | Rpn11 inh | Scp-1 inhibitor | LMPTP inh | MsrA inh | STEP inh
`C#CCOCCOCCOCCNc1nc(N2CCN(C(=O)[C@H]([C@@H](C)CC)n3cc(CCCCN)nn3)CC2)nc(N2CCN(C(=O)[C@H](C)n3cc(CCCN=C(N)N)nn3)CC2)n1` as listed: 3.4 | -0.5 | 2.0 | -22.4 | -3.6 | i | -3.8 | 7.9 | -1.0 | -3.6
`CO/N=C/c1ccc(Sc2ccccc2N)c([N+](=O)[O-])c1` as listed: -1.9 | 0.5 | -8.1 | -23.6 | -0.2 | i | -0.4 | 3.0 | -0.3 | -1.5
